From PubChem BioAssay
rCAG RNA binder = binders of r(CAG) RNA repeats, primary screen, biochemical, fluorescence; r(CAG) RNA repeat, TO-PRO-1 dye displacement fluorescence; inhibition, % at 3 µM; actives 1.3% (n = 370,000); AID 651821, 2012;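 active = inhibition above the plate cutoff, the mean of all test compounds on that plate plus 3 SD, cut at about 35% in these data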;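 also: 0% = DMSO alone and 100% = 100 µM mitoxantrone as full dye displacement; higher means more dye released from RNA so lower well fluorescence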
SIAE primary = human SIAE inhibitors, primary screen, biochemical, fluorescence polarization, FP-Rh probe, 1536-well HTS; SIAE FP-Rh probe binding; Sialate O-acetylesterase (Homo sapiens), Q9HAT2; inhibition, % at 9.66 µM; actives 0.69% (n = 370,000);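 active = inhibition above a cutoff: mean of compounds within the control limits plus 3 SD of those, cut at about 17% in these data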;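 also: 0% = plate median of compound wells and 100% = probe without SIAE protein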
PG9 Ab binder = binders of HIV-1 gp120 antibody PG9, primary screen, biochemical, TR-FRET | HIV-1 gp120 / PG9 antibody interaction | TR-FRET gp120-PG9 antibody binding | inhibition, % at 6.7 µM | actives 0.43% (n = 360,000) | AID 624416, 2012; in the data active = inhibition above about 8.5%
TCR-CD3 inh = inhibitors of human TCR-CD3 interaction, primary screen, biochemical, fluorescence, TAMRA-labeled TCR probe; inhibition, % at 9.4 µM; T-cell receptor (TCR); actives 0.37% (n = 360,000); in the data active = inhibition above about 19%;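 also: recombinant mutant TCR 2C K166C tagged with TAMRA read by polarization; 0% = receptor in buffer alone and 100% = receptor with positive control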
HTRA1 inh = HTRA1 serine protease inhibitors, primary screen, biochemical, fluorescence polarization, HTS; Q92743; recombinant HTRA1, FP-rhodamine activity-based probe; inhibition, % at 5.96 µM; actives 0.5% (n = 340,000); AID 504803, 2011; in the data active = inhibition above about 36%;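 also: 0% = enzyme with DMSO and 100% = wells lacking enzyme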
LEDGF integ inh = blockers of LEDGF/p75-dependent integrase strand transfer – biochemical, TR-FRET, high throughput, primary screen. TR-FRET IN-LEDGF/p75 DNA integration, Eu/Cy5. AID 743269, 2014. HIV-1 integrase (with human LEDGF/p75). inhibition, % at 3.7 µM. actives 0.64% (n = 370,000);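 active = inhibition above the screen-wide mean plus 3 SD, cut at about 13% in these data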;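 also: signal is the Cy5 over europium emission ratio at 671 and 618 nm; 0% = plate median of compound wells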
NR1D1 modulator = modulators of Rev-erb alpha DNA binding, primary screen, biochemical, FITC-DNA, fluorescence polarization, uHTS; Nuclear receptor subfamily 1 group D member 1 (Homo sapiens), P20393; actives 0.79% (n = 370,000); Rev-erbα–FITC-DNA binding, 90 min; activity, % at 10 µM;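 active = activity above about 14%, limit read from the data; passing the limit was not always enough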;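 also: 0% = DMSO wells with 35 nM protein and 100% = DMSO wells with 750 nM protein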
Target sequence (P20393 whole entry, looked up): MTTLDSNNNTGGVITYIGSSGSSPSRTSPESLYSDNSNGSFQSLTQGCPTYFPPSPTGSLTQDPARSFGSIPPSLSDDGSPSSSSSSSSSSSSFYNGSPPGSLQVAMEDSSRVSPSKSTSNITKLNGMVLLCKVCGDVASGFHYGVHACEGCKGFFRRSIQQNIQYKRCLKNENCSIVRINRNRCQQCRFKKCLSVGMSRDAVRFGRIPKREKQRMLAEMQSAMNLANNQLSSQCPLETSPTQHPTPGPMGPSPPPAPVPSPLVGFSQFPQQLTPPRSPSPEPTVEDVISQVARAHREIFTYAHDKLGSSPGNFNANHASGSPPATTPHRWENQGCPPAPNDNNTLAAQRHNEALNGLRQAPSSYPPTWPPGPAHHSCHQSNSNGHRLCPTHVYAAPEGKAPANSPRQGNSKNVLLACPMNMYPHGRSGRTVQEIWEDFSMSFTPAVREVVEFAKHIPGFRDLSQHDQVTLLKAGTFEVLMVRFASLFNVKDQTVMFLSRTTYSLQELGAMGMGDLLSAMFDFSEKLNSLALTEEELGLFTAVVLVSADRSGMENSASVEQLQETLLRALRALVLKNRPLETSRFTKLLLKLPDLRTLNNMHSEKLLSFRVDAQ
ABHD4 inh = ABHD4 inhibitors, primary screen, biochemical, fluorescence polarization, mouse; inhibition, % at 8.92 µM; (Lyso)-N-acylphosphatidylethanolamine lipase (Mus musculus), Q8VD66; purified mABHD4, FP-Rh probe fluorescence polarization; actives 0.54% (n = 370,000);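 active = inhibition exceeding the mean over every tested compound plus 3 SD, cut at about 30% in these data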;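 also: 0% = plate median of compound wells and 100% = S159A mutant with DMSO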
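system = mouse ABHD4 enzyme, wild type | medium = HEPES pH 7.0, NaCl, Pluronic buffer | also added = FP-Rh probe | incubation = Enzyme–compound pre-incubation 45 min, then probe 60 min, both 25 °C | technique = fluorescence polarization, excitation 525 nm, emission 598 nm, BODIPY TMR filters | controls = S159A mutant high control, sample median low control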
TDP2 absorb = human TDP2 enzyme inhibitors, primary screen, biochemical, epi absorbance, recombinant enzyme; Tyrosyl-DNA phosphodiesterase 2 (Homo sapiens), O95551; T5PNP hydrolysis, p-nitrophenol absorbance 415 nm; inhibition, % at 12.8 µM; actives 0.34% (n = 370,000); AID 720702, 2013;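 active = inhibition above the mean of all tested compounds plus 3 SD, set per campaign, cut at about 25% in these data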;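 also: 0% = DMSO with enzyme and 100% = buffer with substrate but no TDP2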
Target sequence (O95551 whole entry, looked up): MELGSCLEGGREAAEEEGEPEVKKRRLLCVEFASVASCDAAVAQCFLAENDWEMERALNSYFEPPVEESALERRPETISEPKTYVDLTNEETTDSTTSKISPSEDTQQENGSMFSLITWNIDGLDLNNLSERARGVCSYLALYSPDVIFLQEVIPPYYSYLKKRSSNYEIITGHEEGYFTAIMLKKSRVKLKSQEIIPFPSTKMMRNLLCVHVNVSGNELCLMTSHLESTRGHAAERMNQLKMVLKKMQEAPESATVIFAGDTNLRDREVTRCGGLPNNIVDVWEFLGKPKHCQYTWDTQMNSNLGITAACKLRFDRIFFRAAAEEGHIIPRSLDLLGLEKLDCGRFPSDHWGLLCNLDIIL
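Test system: Human TDP2 enzyme | Reagent: 5 mM T5PNP | Compound dosing: 12.8 µM single point, 1% DMSO | Incubation: Enzyme reaction with compound for 2 h at 37 °C | Technique: p-Nitrophenol epi absorbance | Read-out: % inhibition relative to enzyme-containing and enzyme-free wells | Benchmarks: High control without enzyme, low control DMSO plus TDP2 | Replicates: Singlicate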
PRMT1 FP inh = PRMT1 methyltransferase inhibitors, primary screen, biochemical, fluorescence polarization; Protein arginine N-methyltransferase 1 (Homo sapiens), Q99873; recombinant PRMT1, activity-based probe fluorescence polarization; inhibition, % at 2.79 µM; actives 1.3% (n = 370,000);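 active = inhibition above about 21% made by adding two undisclosed values, limit read from the data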
Numbers without * were called inactive; . = no result given. An excerpt; rates above refer to the full screens.

Fields – NR1D1 modulator	TCR-CD3 inh	ABHD4 inh	LEDGF integ inh	TDP2 absorb	PRMT1 FP inh	PG9 Ab binder	HTRA1 inh	rCAG RNA binder	SIAE primary
CCC(=O)Nc1cc2[nH]c(=O)cc(C)c2cc1C
  -2.9	-3.4	1.5	-4.2	2.4	5.0	1.8	4.4	0.4	-5.3
O=C(Nc1ccc(Cl)c(Cl)c1)N1CCSCC1
  2.9	-1.0	-3.4	2.8	-12.8	-1.8	-2.0	-6.1	2.7	7.2
Cc1ccnc(SCc2cc(=O)c(OC(=O)c3cccs3)co2)n1
  -2.2	-5.3	0.5	0.9	4.1	-0.1	-0.8	11.3	3.0	-2.5
COC(=O)C[C@@H]1C=C[C@@H](NS(=O)(=O)c2ccc(OC)cc2)[C@@H](CO)O1
  -4.0	-4.5	-1.8	-2.6	4.3	-1.2	1.4	.	3.9	2.5
Cc1ccc(C2CC2c2n[nH]c(=S)n2-c2cccc(C)c2)cc1 (stereo unspecified)
  -2.1	-4.4	-13.8	-3.0	-6.9	25.8*	2.9	-7.6	4.9	4.7
Cn1cc(C(=O)c2ccc(Cl)cc2Cl)cc1C(=O)N/N=C(\N)COc1ccc(F)cc1
  -0.5	1.9	-3.2	-1.7	-2.9	0.1	0.1	-0.9	4.3	12.7
CCCN(C(=O)c1cc(Cl)nc2ccccc12)c1c(N)n(Cc2ccccc2)c(=O)[nH]c1=O
  -6.4	-4.1	5.2	1.8	9.3	-1.8	-2.9	0.4	2.2	-7.1
COc1ccc(OCC(=O)NCCNC(=O)c2ccccn2)cc1
  3.5	-1.6	-1.8	-8.0	-3.5	0.6	-0.4	5.5	-1.5	-1.6
CCC(C)(C)NC(=O)C(c1ccccc1)N(C(=O)c1csnn1)C1CC1 (stereo unspecified)
  -6.2	-3.3	-2.6	-1.6	10.3	-2.2	0.7	1.6	-2.9	-0.6
COc1ccc(CNC(=O)C2CCCN2)cc1OC (stereo unspecified)
  -3.7	-0.5	6.7	3.0	11.7	3.2	0.9	1.9	-2.2	-0.7
Cc1ccc2cccc(SCC(=O)N3CCOCC3)c2n1
  0.4	-4.8	-4.2	-3.3	9.4	4.2	0.1	6.5	-3.2	-4.8
O=C(Cn1c(=O)oc2ccccc21)Nc1ccc(F)c(F)c1
  1.4	-1.1	6.3	0.7	5.3	2.2	-1.1	-5.8	0.7	-6.7
O=C(/C=C/c1ccc(Cl)cc1)N(Cc1cccs1)C1CCS(=O)(=O)C1 (stereo unspecified)
  0.7	-6.8	0.8	1.8	7.9	2.9	-1.2	-3.2	-2.1	5.3
COc1ccc(Cc2c(-c3ccco3)nc3ccc(Cl)cn23)c(C)c1
  -23.9	2.2	10.2	10.7	6.0	27.3*	-0.7	.	21.7	2.6
COc1ccccc1OCC(=O)N(Cc1nc(-c2ccccc2)no1)C1CCCCC1
  -0.5	4.3	-20.4	-0.3	1.1	-2.5	-1.6	-14.2	-6.0	0.0
CCN1C(=O)C(CC(=O)Nc2ccc(OC)cc2)N(CCc2ccccc2F)C1=S (stereo unspecified)
  -0.3	-0.8	-9.6	1.8	1.2	-1.1	-2.1	-15.8	1.5	-6.3
Cc1ccc(C(=O)Nc2ccc3c(c2)OCO3)o1
  2.7	-4.4	-9.1	0.0	6.4	3.6	1.8	1.8	5.2	2.0
c1ccc(-c2nc3nonc3nc2-c2ccccc2)cc1
  -3.1	4.5	1.9	0.0	2.4	1.0	-3.2	0.1	-2.8	-6.3
CCOC(=O)CNC(=O)CSc1nc(Cc2ccccc2)nc2ccccc12
  2.2	-7.8	-14.8	-4.5	-9.4	8.3	2.5	-3.1	-7.7	-2.4
CC(C)NC(=O)CCN1C(=O)c2ccccc2Sc2ncccc21
  -3.1	3.2	-0.6	-3.4	14.9	-2.5	-0.5	2.0	-0.7	14.3
O=P(OC1CCCCC1)(OC1CCCCC1)C(O)c1ccccc1 (stereo unspecified)
  3.7	2.1	-5.9	-1.0	6.5	0.2	-1.7	-2.8	-12.4	-4.1
Cc1ccc(NC(=O)CN(C)C(=O)c2ccc(NS(=O)(=O)c3ccc4[nH]c(=O)[nH]c4c3)cc2)cc1
  3.2	6.7	-2.7	-2.2	-0.1	-1.6	-1.5	4.7	4.6	2.4
COC(=O)c1ccc(C(=O)NC2CC(C)(C)Cc3c2cnn3-c2ccc(F)cc2)nc1 (stereo unspecified)
  -4.6	7.8	2.6	0.5	-4.5	-2.4	1.5	-14.7	-5.9	0.1
COC(=O)C1CCN(C(=O)COC(=O)c2ccc(OC)c(S(=O)(=O)N3CCCc4ccccc43)c2)CC1
  -0.2	0.1	5.5	1.5	9.1	0.1	-0.1	-4.6	-4.4	20.6*
COc1ccccc1C(=O)N1CCN(S(=O)(=O)c2ccccc2)CC1
  -0.1	9.4	4.6	4.1	-2.1	7.0	1.1	6.9	-1.2	0.9
O=C(N/N=C\c1cc(Br)cs1)C1COc2ccccc2O1 (stereo unspecified)
  0.9	-0.1	-3.3	-4.5	2.5	-2.6	-0.7	-2.7	2.0	-7.4
CCOC(=O)c1ccc2c(c1)nc(C)n2CC
  5.8	-14.2	-26.6	0.5	-2.8	2.2	3.1	-4.8	0.6	-12.2
CC(=O)c1ccc(NC(=O)Nc2ccc3c(c2)N(C)C(=O)CS3)cc1
  2.0	-0.7	-8.5	-1.9	3.3	-1.8	-1.9	-4.0	12.3	-1.3
O=C1CC(c2ccco2)CC(O)=C1C=NCCN1CCNCC1 (stereo unspecified)
  3.4	-2.4	2.1	0.5	-4.0	0.5	-0.2	-0.3	-5.8	6.9
C#CCOCCOCCOCCNc1nc(N2CCOCC2)nc(N2CCN(C(=O)[C@H](CC(N)=O)n3cc([C@@H](N)C(C)C)nn3)CC2)n1
  1.3	-0.2	3.2	3.0	10.9	1.0	0.1	-3.6	-5.0	11.1

The final 2 entries of the part above lead into the next:
Fields – NR1D1 modulator	TCR-CD3 inh	ABHD4 inh	LEDGF integ inh	TDP2 absorb	PRMT1 FP inh	PG9 Ab binder	HTRA1 inh	rCAG RNA binder	SIAE primary
O=C1CC(c2ccco2)CC(O)=C1C=NCCN1CCNCC1 (stereo unspecified)
  3.4	-2.4	2.1	0.5	-4.0	0.5	-0.2	-0.3	-5.8	6.9
C#CCOCCOCCOCCNc1nc(N2CCOCC2)nc(N2CCN(C(=O)[C@H](CC(N)=O)n3cc([C@@H](N)C(C)C)nn3)CC2)n1
  1.3	-0.2	3.2	3.0	10.9	1.0	0.1	-3.6	-5.0	11.1
COCC(=O)Nc1ccc(S(=O)(=O)N2CCCC2)cc1
  -4.9	6.3	0.4	2.8	-3.4	-2.0	-0.4	6.7	-4.1	9.3
O=S(=O)(c1ccc(NC(=S)N/N=C/c2c3ccccc3cc3ccccc23)cc1)N1CCOCC1
  -3.6	-4.8	7.2	-1.2	-3.2	1.0	-1.9	3.2	20.7	-13.1
CN(C(=O)COC(=O)c1ccc(Cl)c(S(=O)(=O)N2CCCCC2)c1)C1(C#N)CCCCC1
  -2.8	5.0	0.3	-2.9	0.1	3.9	1.2	-1.9	2.6	0.5
COC(=O)c1sccc1NC(=O)c1ccc2c(c1)OCO2
  -3.1	-1.9	2.4	-2.8	-2.5	0.5	0.2	-8.2	-2.1	-5.8
CC(=O)N/C(N)=N/c1nc2cc([N+](=O)[O-])ccc2o1
  7.6	1.2	5.9	4.9	8.3	-0.2	-1.5	3.2	2.2	5.6
Cc1cc(NC(=O)CSc2ncnc3sccc23)no1
  1.8	1.7	-2.8	-0.2	5.4	-3.6	0.5	-14.0	-0.2	0.4
COc1ccc(C2CC(c3ccccc3)=NN2C(=O)CSc2nnnn2-c2cccc(C)c2)cc1 (stereo unspecified)
  1.4	-3.2	-1.7	0.6	-10.4	-1.6	0.0	4.1	-1.1	-2.2
CCC(=C(c1ccc(OC)cc1)c1ccc(OC)cc1)c1cn(CC(O)CN2CCN(C)CC2)c2ccccc12 (stereo unspecified)
  6.6	-8.9	25.0	-0.8	-16.9	7.0	0.7	37.3*	0.1	12.7
CSc1ccc(CN2CCC2(C)C(=O)Nc2ccc(C)c(O)c2)cc1 (stereo unspecified)
  3.3	2.5	-3.5	-3.8	-8.0	-0.7	-2.2	.	1.6	3.2
CCNS(=O)(=O)c1ccc(CCC(=O)NCCc2ccc(OC)cc2)cc1
  2.7	1.1	0.4	4.0	-8.0	-2.0	0.2	1.3	-5.0	-4.3
Cc1ccc(Cl)cc1NS(=O)(=O)c1ccccc1
  9.4	1.9	-3.3	-2.9	-6.5	-2.7	-2.1	-5.5	4.2	-6.4
COc1cc(C(=O)NCC(=O)N2CCN(S(=O)(=O)c3ccccc3C(F)(F)F)CC2)cc(OC)c1OC
  -2.1	-2.4	2.3	5.5	-4.0	0.7	-2.6	2.5	0.5	1.0
O=C1/C(=C/c2ccco2)SC(=S)N1CC1CCCO1 (stereo unspecified)
  -17.6	-10.6	32.4*	15.5*	5.0	34.7*	-2.3	.	46.1*	8.7
COc1ccc(CCN(C(=S)Nc2ccccc2)C2CC(=O)N(c3ccccc3)C2=O)cc1 (stereo unspecified)
  4.0	8.2	-2.5	1.9	-10.8	-1.6	-1.6	-8.3	8.4	-1.7
Oc1ccccc1CNn1cnnc1
  -3.0	-7.8	-5.3	0.0	-1.4	5.5	-0.8	5.8	3.1	4.8
Cc1cccc(-n2nc3c(c2NC(=O)c2ccc(Br)o2)CSC3)c1
  -7.5	3.9	-25.1	5.7	12.5	2.9	-2.5	-63.6	25.2	-40.2
O=[N+]([O-])c1ccc2cn(-c3ccccc3)nc2c1
  9.7	5.1	-4.8	0.7	-12.8	1.6	-2.6	-14.2	1.4	3.9
COc1ccc(-c2cc(C(=O)NCC(c3ccco3)N(C)C)c3ccccc3n2)cc1OC (stereo unspecified)
  2.0	-7.5	2.6	2.9	-3.7	3.7	0.9	-5.0	-0.9	-0.1
COc1cc(OC)c(NC(=O)C2CC(=O)N(c3ccc4c(c3)OCCO4)C2)cc1Cl (stereo unspecified)
  3.7	2.0	-1.3	-1.9	-19.8	-6.3	-3.2	1.6	3.3	0.3
Cc1noc(C)c1COc1cccc(C(=O)N(C)Cc2cccs2)c1
  0.7	1.9	-5.1	3.4	-5.3	-1.1	-2.5	-4.4	-2.0	-4.9
Cc1occc1C(=O)NNC(=O)c1ccccc1Br
  0.6	6.6	-0.6	1.2	-0.2	1.7	0.8	2.7	3.3	1.0
